# Screening data from PubChem.
# GSIS activator – GLuc luminescence reporter in INS-1E cells, primary screen for activators of glucose-dependent secretion of insulin | activation, % at 16.6 µM | AID 743287 | 370,000 tested, 0.61% active | INS-1E GLuc reporter insulin secretion, 2-3 h;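 active means lowest replicate activation of at least 40%, so every replicate reaches that level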;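 further: 0% = median of neutral control wells and 100% = median of IBMX positive control wells; some compounds called inactive have numbers as strong as hits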
# An asterisk follows results filed as active. Not all compounds are listed; rates above refer to the full screens.
SMILES	GSIS activator
COc1cc(/C=N/NC(=O)c2ccncc2)ccc1OCCN1CCCCC1	5
COc1cccc(C2CC3(CC(C)(C)NC(=S)N3)Oc3cc(O)ccc32)c1 (configuration not stated)	-35
Cn1c(SCC(=O)NCCNC(=O)CSc2nnc(C(F)(F)F)n2C)nnc1C(F)(F)F	16
CCOC(=O)c1nn(-c2cccc(OC)c2)c(-c2ccccc2)c1C(=O)c1ccccc1	19
Cc1ccccc1-c1ccc([C@@H]2[C@H]3CN(C(=O)c4cccnc4)CC(=O)N3[C@H]2CO)cc1	2
COc1ccc2c3c(n(C)c2c1)[C@H](CO)N(CC1CC1)CC31CCN(C(=O)CC2CC2)CC1	-5
C/C(=N\NC(=O)c1ccc(Cl)c(Cl)c1)c1ccc(Br)s1	102*
Cc1cc(C)nc(SCC(=O)OCC(=O)Nc2nc3ccccc3s2)n1	11
O=C(c1cccc(F)c1)N1CC(=O)N2[C@H](CO)[C@@H](c3ccc(-c4ccccc4)cc3)[C@H]2C1	-13
Cc1cccc(/N=C/c2c(O)cc(C)oc2=O)n1	-3
COc1cc(C)c(N)cc1C(C)C	-7
CCOC(=O)C1=C(O)/C(=C\c2cccs2)N=C1C	21
CCOc1ccccc1-n1c(SCC(N)=O)nnc1-c1ccccc1	10
CCN1CCCC1Cn1cnc2c([nH]c3cc(OC)ccc32)c1=O (configuration not stated)	3
C[C@@H]1CN([C@@H](C)CO)C(=O)Cc2cc(NC(=O)Cn3cnnn3)ccc2O[C@@H]1CN(C)S(=O)(=O)c1ccccc1	-5

# Next section; it opens with the five that closed the last part.
SMILES	GSIS activator
COc1cc(C)c(N)cc1C(C)C	-7
CCOC(=O)C1=C(O)/C(=C\c2cccs2)N=C1C	21
CCOc1ccccc1-n1c(SCC(N)=O)nnc1-c1ccccc1	10
CCN1CCCC1Cn1cnc2c([nH]c3cc(OC)ccc32)c1=O (configuration not stated)	3
C[C@@H]1CN([C@@H](C)CO)C(=O)Cc2cc(NC(=O)Cn3cnnn3)ccc2O[C@@H]1CN(C)S(=O)(=O)c1ccccc1	-5
O=C(CSc1nnc(-c2ccccc2)o1)Nn1cnnc1	12
Cc1ccc(/C=N/NC(=O)CSc2nc3ccccc3c(=O)n2-c2ccccc2C)s1	-10
C=C(C)CSc1nnc(-c2ccccc2)n1N	7
Cc1cccc(-n2nnnc2SCC(=O)c2cc(C)n(CC3CCCO3)c2C)c1 (configuration not stated)	0
C[C@H](CO)N1C[C@H](C)[C@@H](CN(C)Cc2ccc(Oc3ccccc3)cc2)Oc2c(NC(=O)Cc3ccccc3)cccc2C1=O	-4
O=C(NCc1ccccc1)Nc1cccn(Cc2ccc(F)cc2)c1=O	-12
O=C(OCC(=O)N1CCc2ccccc21)c1c2c(nc3ccccc13)CCCCC2	-37
C=C(C)c1cccc(C(C)(C)NC(=O)N(Cc2ccccc2)Cc2ccco2)c1	18
CCN1/C(=C/C(=O)c2ccco2)Sc2ccccc21	-28
O=C1CCCN1CCCNc1ncnc2c1[nH]c1ccc(Cl)cc12	-6
O=C(CSc1nnc(-c2ccncc2)n1Cc1ccco1)c1ccc(Cl)cc1	-35
O=C1OC(Nc2ccc3ncccc3c2)c2ccccc21 (configuration not stated)	28
CS/C(=N/S(=O)(=O)c1ccc(C)cc1)c1ccccc1	13
N#CCSc1nnc(CNc2cccc(Cl)c2)o1	-13
Cc1cc(C)n(CCC(=O)N/N=C/c2ccc(O)cc2)n1	13

# Reprinted at random: 3 records from the list
SMILES	GSIS activator
O=C(CSc1nnc(-c2ccncc2)n1Cc1ccco1)c1ccc(Cl)cc1	-35
Cc1ccccc1-c1ccc([C@@H]2[C@H]3CN(C(=O)c4cccnc4)CC(=O)N3[C@H]2CO)cc1	2
COc1cccc(C2CC3(CC(C)(C)NC(=S)N3)Oc3cc(O)ccc32)c1 (configuration not stated)	-35

# New compounds follow
SMILES	GSIS activator
Cc1onc(-c2ccccc2)c1C(=O)Nc1cccnc1	3
CC(C)CN(CC(C)C)S(=O)(=O)N1CCC(C(=O)NC2CCCCCCC2)CC1	-9
CCOc1ccc(NC(=S)NCCCn2ccnc2)cc1	-3
CCOC(=O)C1=C(C)NC(=O)NC1c1ccsc1 (configuration not stated)	-3
C[C@H](CO)N1C[C@H](C)[C@@H](CN(C)Cc2ccc(-c3ccccc3)cc2)Oc2ccc(NS(=O)(=O)c3cn(C)cn3)cc2CC1=O	19
CC(CCc1ccco1)NC(=O)Nc1cccc(F)c1 (configuration not stated)	-15
COC(=O)c1ccc(CN2CC(=O)N3[C@H](CO)[C@H](c4ccc(-c5ccccc5)cc4)[C@H]3C2)cc1	-21
CCCOc1ccc(CSCCNC(=S)Nc2ccccc2)cc1	-19
COCC#Cc1ccc([C@H]2[C@@H](CO)N3C(=O)CN(C(=O)Nc4cc(F)ccc4F)C[C@H]23)cc1	4
O=C(COC(=O)c1cccs1)NCc1ccccc1	-4
COc1ccc(-c2csc(Cc3nnc4n3CCCCC4)n2)cc1	-6
COc1ccc2c3c(n(C)c2c1)[C@H](CO)N(C(=O)C1CCOCC1)CC31CN(Cc2cccc(F)c2)C1	20
CCCNC(=O)N1[C@H](CO)[C@H](c2ccc(C#CC3CC3)cc2)[C@H]1CNC	-3
CC(C)C#Cc1ccc([C@@H]2[C@@H](CO)N3C(=O)CN(C(=O)Cc4cccnc4)C[C@@H]23)cc1	0
Cc1ccc(Cn2ccc(=O)c(OCc3ccccc3)c2C)cc1	12
COc1ccc(S(=O)(=O)N(CC(=O)N2CCOCC2)c2cc(Cl)ccc2OC)cc1OC	16
CCOC(=O)c1c(NC(=O)CN2CCCc3ccccc32)sc(C(C)=O)c1C	-6
CN(C)CC/C=C1\c2cc(F)ccc2CSc2ccccc21	-23
COc1ccc(C(=O)Nc2sc(C(=O)N(C)C)c(C)c2C#N)cc1[N+](=O)[O-]	16
CC(C)(C)NC(=O)Cn1c(SCC(=O)NC2CCCCC2)nc2ccccc21	-1
COc1ccc(NC(=O)CN(Cc2ccccc2)Cc2ccccc2)cc1S(N)(=O)=O	3
O=c1[nH]c2cc3c(cc2cc1CN(CC1CCCO1)S(=O)(=O)c1ccccc1)OCCO3 (configuration not stated)	13
Cc1cc(NC(=O)CCSc2nc(-c3ccco3)cc(C(F)(F)F)n2)n(-c2ccccc2)n1	-5
O=C(NC[C@H]1N[C@H](CO)[C@@H]1c1ccc(-c2cncnc2)cc1)C1CCC1	3
CCC(=O)N1CC(=O)N2[C@H](CO)[C@@H](c3ccc(C#CC(C)C)cc3)[C@H]2C1	-3
Cc1cccc(N/C=C/C(=C(C#N)C#N)N(C)C)c1	44
N=C1S/C(=C\c2cn[nH]c2-c2ccc(F)cc2)C(=O)N1c1ccccc1F	-4
COc1ccc(OCCSc2nc3ccccc3c(=O)[nH]2)cc1	-8
C=CCNC(=O)c1c(Cl)cccc1Cl	-2
CC(=O)Nc1nnc(SCC(=O)NCCOc2ccccc2)s1	21
CC1(C)CC(=O)c2cc(OCC(=O)NCCCN3CCN(c4ccccc4F)CC3)ccc2O1	-20
Cc1nn(CC(=O)Nc2ccc3c(c2)nc(CN2CCCC2)n3C)c(=O)c2ccccc12	4
CCOc1ccc(S(=O)(=O)N2CCN(C(=O)c3sccc3C)CC2)cc1	-14
COc1cccc(-c2cc(C(=O)Nc3ccc(OC)c(OC)c3)no2)c1	0
Cc1cccc(Nc2nnc(SCC(=O)Nc3cccnc3Cl)s2)c1	-27
Cc1cc(C)c(-c2cc(NC(=O)CSc3nncn3C)n(-c3ccccc3)n2)cc1C	-10
CCCNC(=O)N1CCC2(CC1)CN(C(C)=O)[C@@H](CO)c1[nH]c3cc(OC)ccc3c12	9
O=C(O)c1ccccc1SCCS(=O)(=O)c1ccc(Cl)cc1Cl	22
CSc1ccccc1NC(=O)c1cnccn1	11
O=C(C[C@@H]1CC[C@H](NC(=O)c2ccncc2)[C@H](CO)O1)Nc1ccc(-c2ccccc2)cc1	6
C1=Nc2ccccc2CN1c1ccccc1	37
O=c1c(-c2ccccc2)c(O)c2c(n1-c1ccccc1)CCCC2	10
O=C(Nc1ccccc1)N1CC(=O)N2[C@@H](CO)[C@H](c3ccc(-c4ccc(F)cc4)cc3)[C@@H]2C1	-6
O=C(C[C@H]1C[C@H]2c3cc(NC(=O)NC4CCCC4)ccc3O[C@H]2[C@@H](CO)O1)NCc1cccc(F)c1	4
Cc1ccc(C)n1-n1cnc2sc(-c3ccccc3)cc2c1=O	-25

# Marked active in GSIS activator (from the list above):
SMILES	GSIS activator
C/C(=N\NC(=O)c1ccc(Cl)c(Cl)c1)c1ccc(Br)s1	102*

# (more compounds)
SMILES	GSIS activator
Nc1ccccc1Nc1cc(-c2cccc(Cl)c2)nn1-c1ccccc1	-2
COC(=O)C1CSc2[nH]c(=O)sc2C1c1ccc(OC)c(OC)c1 (configuration not stated)	8
CCOc1cc(CN2CCN(C(=O)c3ccco3)CC2)ccc1OC	7
CCCOc1ccc(N2C(=O)CC(N(Cc3ccc(OC)cc3)C(=S)Nc3ccccc3)C2=O)cc1 (configuration not stated)	-26
CC(=O)N1CC2(C1)[C@H](c1ccccc1)[C@@H](CO)N2Cc1ccccc1F	18
O=C(Nc1cccc(Cl)c1)c1ccc(F)c(S(=O)(=O)N2CCN(c3ccccn3)CC2)c1	-4
CC(C)CC#Cc1ccc([C@H]2[C@H]3CN(S(C)(=O)=O)CC(=O)N3[C@H]2CO)cc1	5
COc1ccc(NC(=O)c2ccccc2NS(C)(=O)=O)cc1OC	6
C[C@H]1CN(C)C(=O)Cc2ccccc2O[C@H]1CN(C)S(C)(=O)=O	10
O=C(CSc1ncnc2c1cnn2CCc1ccccc1)Nc1cccc(C(F)(F)F)c1	-13
C[C@H](CO)N1C[C@H](C)[C@H](CN(C)Cc2ccc(C(=O)Nc3ccccc3N)cc2)Oc2ccc(NC(=O)Nc3ccccc3)cc2CC1=O	2
O=C(c1cccs1)N(Cc1cc2ccccc2[nH]c1=O)c1ccccc1	-12
CS(=O)(=O)N(CC(O)Cn1c2ccccc2c2ccccc21)c1cccc2ccccc12 (configuration not stated)	-10
Cc1ccc(N(CC(=O)N/N=C/c2ccc(OC3CSC3)cc2)S(=O)(=O)c2ccccc2)c(C)c1	8
C[C@H]1CN([C@@H](C)CO)C(=O)Cc2cc(NC(=O)Nc3ccccc3)ccc2O[C@@H]1CN(C)Cc1ccc(C(=O)Nc2ccccc2N)cc1	7
Cc1nn(-c2ccccc2)c(Cl)c1C(=O)Nc1c(C)n(C)n(-c2ccccc2)c1=O	2
O=C(COc1ccc(Cl)cc1)NC1=NN(c2ccccc2)C(=O)C1	-5
Cc1nc(/C=C/c2ccccc2)[nH]c(=O)c1-c1ccccc1	-1
CC(=O)N(C)C[C@H]1Oc2ccc(N(C)C)cc2C(=O)N(C)C[C@H]1C	15
O=C(CNC(=O)c1ccccc1Cl)Nc1ccc(F)cc1	8
COC(=O)c1ccc(-c2ccc(/C=N/N3C(=O)C4C5C=CC(C6CC56)C4C3=O)o2)cc1 (configuration not stated)	-4
O=P(Cc1ccccc1)(c1ccccc1)c1ccccc1	21
COc1ccccc1-c1ccc(NC2CCCCC2)nn1	3
CC(C)CC#Cc1ccc([C@H]2[C@@H](CO)N3C(=O)CN(C(=O)NC(C)C)C[C@H]23)cc1	-8
O=C(/C=C/c1ccccc1Cl)c1ccccc(=O)c1O	-13

# 5 structures already listed, sorted by length of the SMILES, lowest first:
SMILES	GSIS activator
O=P(Cc1ccccc1)(c1ccccc1)c1ccccc1	21
O=C(CNC(=O)c1ccccc1Cl)Nc1ccc(F)cc1	8
Cc1nc(/C=C/c2ccccc2)[nH]c(=O)c1-c1ccccc1	-1
Cc1nn(-c2ccccc2)c(Cl)c1C(=O)Nc1c(C)n(C)n(-c2ccccc2)c1=O	2
CC(C)CC#Cc1ccc([C@H]2[C@@H](CO)N3C(=O)CN(C(=O)NC(C)C)C[C@H]23)cc1	-8
